Myeloid diff 2 – induction of myeloid progenitor differentiation, primary screen, cell-based, flow cytometry, MLPCN library | ER-HoxA9 myeloid progenitors, lysozyme-GFP differentiation | calls only at 10 µM | 360,000 compounds, 1% hits;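 active = normalized GFP-positive differentiation at or above the plate's own cutoff, the solvent-only control mean plus 3 SD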;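 also: cells exposed to compound for four days before flow analysis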
TNAP activators – human TNAP enzyme activators, primary screen, biochemical, luminescent, no phosphate acceptor, uHTS (AID 1001); purified TNAP, luminescent activation assay, no phosphate acceptor; higher activation fold means a stronger effect; activation fold at 20 µM, or EC50 in µM where a hit was titrated; 200,000 compounds, 0.03% hits; in the data active = activation fold from about 3, or a potency from the dose series; inactive = the rest, 99 in 100 with activation fold below about 1.6; also: many of its hits are not listed in these tables
Dynein cargo inh – inhibitors of GR-EGFP nuclear translocation, primary screen, dynein cargo transport inhibitor project, imaging, high-content, 3617.4 mouse cells. z-score, hits read low. 220,000 compounds, 0.47% hits. AID 1381, 2008. test concentration mostly 20 µM; stimulated with dexamethasone, 1 µM; stronger effect = lower value;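 active = plate z-score of nuclear minus cytoplasmic receptor signal below a set negative limit, without overly bright fluorescence or cell loss, cut at about -3.5 in these data, passing the limit was not always enough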;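 also: z-score of nuclear minus cytoplasmic ring GR-EGFP intensity difference per well; some compounds called inactive have numbers as strong as hits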
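medium = tetracycline-free induction medium containing charcoal-stripped FBS | probe or stimulus = dexamethasone, 1.0 µM final | timing = 48 h induction, then 1 h compound, then 30 min agonist, 37 °C | detection = automated 10x imaging of fixed Hoechst-stained cells | read-out basis = nuclear versus cytoplasmic GR-EGFP signal, averaged per well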
bCat nuc transl – modulators of beta-catenin nuclear translocation, primary screen, imaging, HeLa cells, immunofluorescence, high-content; nuclear translocation activity, % at 5 µM; 190,000 compounds, 0.3% hits;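 active = nuclear translocation activity above 50% at 5 µM, with a well cell count of 50 or more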;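 also: per-cell ratio of nuclear to cytoplasmic median beta-catenin stain intensity; plate controls were DMSO negative control for no effect and GSK-3 inhibitor IX positive control for full effect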
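Test system: human HeLa cell line; Doses: 5 µM primary, 0.02–20 µM confirmation; Incubation: 24 h compound exposure, 37°C; Detection: beta-catenin immunofluorescence imaging with DAPI; Read-out: beta-catenin nuclear/cytoplasmic ratio, % activation.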
MT stabilize HCS – microtubule stabilizers in HeLa cells, primary screen, imaging, high-content imaging. % tubulin-high responders, % at 10 µM. HeLa tubulin immunostaining HCS, 24 h; share of cells brighter than vehicle mean+2SD. 200,000 compounds, 0.83% hits;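 active = plate Z-score above 3 for both tubulin-high and condensed-nucleus cell shares, with cell loss under 80%, at 10 µM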;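 also: anti alpha tubulin signal scored within the nucleus-defined area of each cell; some results filed as inactive read as strong as hits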
PMI inhibitors – inhibitors of human PMI, primary screen, biochemical, fluorescence intensity, coupled assay (AID 1209). Mannose-6-phosphate isomerase (Homo sapiens). purified PMI enzyme, coupled fluorescence intensity; higher % means a stronger effect. inhibition, % at 20 µM, or IC50 in µM where a hit was titrated. 190,000 compounds, 0.42% hits; in the data active = inhibition above about 50%;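 also: plate controls were DMSO vehicle for no effect and wells lacking substrate for full effect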
Insulin prom up – insulin promoter activators in MIN6 cells, imaging, high-content screening, mouse beta cells; 190,000 compounds, 0.3% hits; MIN6 insulin promoter-GFP reporter; stronger effect = higher value; z-score at 5 µM;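 active = z-score above 3 at 5 µM with at least 500 cells counted in the well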
Lipid droplet – inhibitors of hepatocyte lipid droplet formation, primary screen, imaging, high-throughput imaging, BODIPY stain | AML12 mouse hepatocytes, oleate lipid droplets | inhibition, % at 6.5 µM | 240,000 compounds, 0.4% hits | AID 1656, 2009;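 active = lipid droplet intensity inhibited by at least 50%, with more than 500 cells counted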
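System: AML12 hepatocytes (mouse). Probe or stimulus: oleic acid at 100 µM to induce lipid droplet formation. Times: overnight treatment with compound plus oleate. Detection: Image-based BODIPY and DAPI two-channel analysis. Evaluation: percent inhibition of filter-corrected integrated lipid droplet intensity per well.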
T cell modulator – modulators of CD8 T cell-vesicle binding, primary screen, mouse 2C CD8+ T cells, flow cytometry; calls only at 7 µM; 2C CD8+ T cell-vesicle binding; stronger effect = lower value; 330,000 compounds, 0.068% hits;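 active = response, share of CD8 T cells binding vesicles, and their 90th percentile fluorescence all below set limits, cut at about 80% in these data, passing the limit was not always enough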
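incubation = binding step 1.5 h, 37 °C, antibody labelling 20 min, ice | test system = 2C mouse CD8+ T cells | read-out basis = percent CD8+ FL2 mean versus row control | controls = Peptide-free naked vesicles (low) and QL9 vesicles with 0.7% DMSO vehicle (high) | detection = flow cytometry of vesicle-bound cells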
Dynein cargo inh cytoplasmic EGFP – recorded beside Dynein cargo inh, whose call it bears; z-score; measured here: cytoplasmic GR-EGFP intensity; stronger effect = higher value
Dynein cargo inh nuclear GR-EGFP – also measured in Dynein cargo inh; calls as there; z-score; measured here: nuclear GR-EGFP intensity;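 lower value marks the stronger effect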
Dynein cargo inh cell count – also measured in Dynein cargo inh; calls as there; z-score; measured here: cell count per field
Insulin prom up cell count – second read-out of Insulin prom up, no call of its own (marks repeat the call); cell count; measured here: cytotoxicity, nuclei count;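 total cells summed across four imaged fields per well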
Lipid droplet cells 6.5 µM – also measured in Lipid droplet; calls as there; cell count; measured here: cell count, cytotoxicity flag;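 cells counted across two imaged fields per well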
bCat nuc transl cell count 5 µM – recorded beside bCat nuc transl, whose call it bears; cell count; measured here: cell count, cytotoxicity flag
T cell modulator vesicle-bound % – also measured in T cell modulator; calls as there; double positive events, %; measured here: CD8+ vesicle-bound cell fraction;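 binding gate set so that unloaded-vesicle control wells show 10% double positive cells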
MT stabilize HCS Hoechst-high % – second read-out of MT stabilize HCS, no call of its own (marks repeat the call); % Hoechst-high responders; measured here: nuclear condensation Hoechst responders;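 share of cells brighter than vehicle mean plus two SD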
MT stabilize HCS cytotoxicity % – also measured in MT stabilize HCS; calls as there; toxicity, %; measured here: cytotoxicity by cell density;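 0% = mean cell density of plate MIN control wells and 100% = no cells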
Myeloid diff 2 GFP+ MAC1+ % – further read-out of Myeloid diff 2, marked with its call; GFP+ MAC1+ double positive, %; measured here: differentiation confirmed by MAC1 staining
* hit, by the source's call; i = inactive; / = not tested or not shown.

SMILES	Myeloid diff 2	Myeloid diff 2 GFP+ MAC1+ %	TNAP activators	Dynein cargo inh	Dynein cargo inh cytoplasmic EGFP	Dynein cargo inh nuclear GR-EGFP	Dynein cargo inh cell count	bCat nuc transl	bCat nuc transl cell count 5 µM	MT stabilize HCS	MT stabilize HCS Hoechst-high %	MT stabilize HCS cytotoxicity %	PMI inhibitors	Insulin prom up	Insulin prom up cell count	Lipid droplet	Lipid droplet cells 6.5 µM	T cell modulator	T cell modulator vesicle-bound %
CC(C)(C)NC(=O)COC(=O)c1ccccc1Oc1ccccc1	i	0.3	/	0.94	-0.76	0.16	-0.9	-2.1	1393	/	/	/	/	-0.02	1019	-5	659	i	46
COc1ccc(NS(=O)(=O)c2ccc(N3CCOCC3)c(NC(=O)c3ccc(F)cc3)c2)cc1	i	1.1	1	-0.12	-0.2	0.36	0.017	-1.3	951	2.9	3.2	7.2	12%	-0.65	1371	3	626	i	62
COCc1c(C(=O)OCC(=O)c2c(N)n(CC(C)C)c(=O)n(C)c2=O)oc2ccccc12	i	0.3	1.1	0.38	-0.27	0.36	-0.3	-0.5	1187	7.3	3.8	7.7	2%	-4.4	736	/	/	i	50
Cc1cccc(/C=N/NC(=O)c2cc(-c3cccnc3)nc3c2c(C)nn3-c2ccccc2)c1	i	0.7	1	i	/	/	-3.1	2.0	1036	1.8	4.7	9.2	19%	/	/	-16	573	i	41
Cn1c(=O)c2c(nc(NCCCO)n2CCc2ccccc2)n(C)c1=O	i	0.9	1.1	-0.38	-0.23	0.12	1.6	-1.4	538	2.8	0.8	3.5	-3%	/	/	-2	727	i	51
Cc1cc(NS(=O)(=O)c2ccc(NC(=O)COc3ccccc3Cl)cc2)no1	i	1.3	1	-0.86	-0.28	-0.43	0.049	/	/	2.6	2.2	20	11%	/	/	-6	691	i	20
Cc1ccc(C(=O)N2CCN(S(=O)(=O)c3ccc(C)c([N+](=O)[O-])c3)C2)cc1	i	0.4	1.1	-0.53	0.32	0.37	-1.4	-5.6	1062	2.0	2.1	9.1	-4%	-0.43	1522	0	693	i	41
COc1ccc(S(N)(=O)=O)cc1C(=O)NCCCN1CCN(c2ccc(C)cc2)CC1	i	0.8	0.9	-0.33	-0.3	-0.097	0.68	-2.5	1372	2.8	1.2	13	-3%	-0.09	1552	/	/	i	58
O=C(Cn1cnc2c(nnn2Cc2ccc(F)cc2)c1=O)Nc1ccccc1	i	0.0	/	2.7	-0.13	2.9	-2.6	-0.3	1350	/	/	/	/	/	/	5	714	i	34
Cc1nn(C)c(C)c1CN(C)C(=O)c1cc2n(n1)C(C(F)(F)F)CC(c1cccs1)N2 (stereo not drawn)	i	1.3	1.1	-0.048	-0.19	-0.22	0.15	0.4	1352	1.0	2.3	8.3	1%	-1.8	1020	/	/	i	60
Cc1ccc(NC(=O)COC(=O)c2ccccc2-c2nc3ccccc3s2)c(C)c1	i	0.7	1.1	-0.85	-0.073	-0.55	0.71	/	/	2.5	2.9	5.9	7%	-0.31	1415	5	708	i	44
COc1ccc(OC)c(N(CC(=O)N2CCC(C)CC2)S(=O)(=O)c2ccc(OC)c(OC)c2)c1	i	0.7	1.1	-0.28	-0.21	0.69	0.48	0.6	1390	2.6	2.5	4.6	10%	-0.49	1252	/	/	i	13
CN1CCN(C(=O)C2=C[C@H](c3ccc(C(F)(F)F)cc3)C[C@H](OCc3ccc(CO)cc3)O2)CC1	i	1.1	1	1	-0.13	1.1	-1.6	-1.3	1105	2.9	2.5	8.3	-4%	0.95	1351	12	697	i	19
O=C(NNC(=O)c1sc2cccc(Cl)c2c1Cl)NC1CCCCC1	i	1.0	1.1	0.018	-0.23	0.57	0.85	0.9	1325	1.9	1.3	8.6	1%	0.72	1497	/	/	i	30
CC(C)c1ccc(OCC(=O)Nc2cccc(C(=O)Nc3ccccc3C(=O)O)c2)cc1	i	0.9	1.1	1.7	-0.0041	1.5	-1.4	-0.4	1614	2.6	1.9	4.6	1%	0.41	1532	/	/	i	8
CCOC(=O)c1c(C)n(C)c2ccc(OCC(O)CNC(CC)CO)cc12 (stereo not drawn)	i	0.6	1.1	-0.28	-0.36	0.17	0.065	-4.6	844	3.9	2.1	15	2%	-0.81	1127	/	/	i	1
CCOC(=O)c1sc(NC(=O)C(C)(C)C)cc1C	i	2.8	1	-0.84	-0.25	-0.47	0.37	-2.0	1104	7.2	2.7	6.9	8%	-2	922	-5	558	i	42
CSc1nnc(-c2ccc(S(=O)(=O)N3CCOCC3)cc2)n1CC1CCCO1 (stereo not drawn)	i	0.6	1.1	-0.46	-0.11	-0.81	0.35	-5.3	1184	5.1	3.6	5.5	20%	0.41	765	0	717	i	13
CN(C)C(/C=C/Nc1cccc(Br)c1)=C(C#N)C#N	i	0.2	1.1	0.74	-0.28	0.14	-0.23	-2.0	1173	2.0	1.5	4.4	0%	0.17	1387	-4	719	i	20
COc1c2c(c(C)c3c1C(=O)OC3)O[C@@]1(C)CC[C@@]3(O)C(C)(C)OC(=O)CC[C@]3(C)[C@H]1C2	i	2.9	/	-0.28	-0.81	0.25	-0.25	0.3	1115	/	/	/	/	-0.55	1158	0	718	i	59
CSc1nnc(-c2ccco2)c(-c2ccco2)n1	i	1.3	0.9	-1.4	-0.2	-0.61	0.63	-1.0	1154	3.4	2.9	15	-17%	0.02	1275	2	754	/	/
Cc1ccccc1N(Cc1nnc2n1CCCCC2)C(=O)Nc1ccccc1	i	0.7	1.1	0.13	-0.047	0.064	0.46	-0.8	1027	1.2	1.4	0.7	0%	-0.05	1302	/	/	i	31
CCCc1nc2sc(C(=O)OCC)c(N)c2c2c1COC(C)(C)C2	i	0.4	1	0.062	-0.32	0.11	0.69	0.7	1122	2.4	2.3	2.2	17%	0.01	838	1	785	i	13
Cc1ccc(C(=O)Nc2ccon2)cc1S(=O)(=O)N1CCCCCC1	i	6.0	1.1	0.17	-0.26	0.068	1.7	/	/	2.7	1.8	10	-2%	/	/	12	780	i	37
COCC(=O)Nc1cc(C(=O)Nc2ccccc2)ccc1Cl	/	/	1.1	0.19	-0.22	0.39	-0.7	-0.1	1059	2.4	2.7	5.3	10%	0.09	1541	-3	721	i	40
Other entries follow:
SMILES	Myeloid diff 2	Myeloid diff 2 GFP+ MAC1+ %	TNAP activators	Dynein cargo inh	Dynein cargo inh cytoplasmic EGFP	Dynein cargo inh nuclear GR-EGFP	Dynein cargo inh cell count	bCat nuc transl	bCat nuc transl cell count 5 µM	MT stabilize HCS	MT stabilize HCS Hoechst-high %	MT stabilize HCS cytotoxicity %	PMI inhibitors	Insulin prom up	Insulin prom up cell count	Lipid droplet	Lipid droplet cells 6.5 µM	T cell modulator	T cell modulator vesicle-bound %
CCOc1cc(/C=C2/SC(=S)N(C)C2=O)ccc1Oc1ccc([N+](=O)[O-])cc1[N+](=O)[O-]	/	/	1.1	-0.86	-0.055	-0.37	-0.044	21	1053	1.9	2.6	0.9	-7%	0.68	1232	-5	695	i	62
CC(=C1C(=O)c2ccccc2C1=O)N1CCN(c2ccc(F)cc2)CC1	i	0.8	/	-0.95	0.012	-0.38	1.3	-5.4	1210	/	/	/	/	0	1439	-5	667	i	31
COc1cc2c(cc1NC(=O)c1ccc(C(C)(C)C)cc1)CCCC2	i	0.2	1.1	2	-0.2	0.6	-1.3	0.1	1477	0.4	1.5	7.2	10%	0.48	665	/	/	i	29
COc1ccccc1OCCn1cc(C(=O)O)c2ccccc21	i	0.3	1.1	0.35	-0.19	0.72	0.068	-0.3	1040	1.5	2.0	8.0	0%	0.55	1379	19	741	i	63
Cc1ccccc1S(=O)(=O)c1cc(C#N)c(=O)[nH]c1N	i	0.8	1	-0.49	-0.12	-0.19	-0.074	-2.7	1117	3.0	2.3	8.0	-16%	0.2	1233	-6	683	i	59
COc1ccc(S(=O)(=O)Nc2ccc(S(=O)(=O)N3CCCCC3)cc2)cc1OC	i	0.4	1	1.2	-0.071	0.74	0.13	-0.7	1041	5.8	5.1	98	16%	0.86	1088	3	744	i	58
O=C(CSc1ncnc2scc(-c3ccccc3)c12)N1CCN(c2ccccc2F)CC1	i	0.4	1.2	-0.94	-0.21	-0.26	1.2	1.6	1080	3.1	1.9	8.8	16%	/	/	36	637	i	37
CC(OC(=O)CCc1nc2ccccc2[nH]c1=O)c1ccccc1 (stereo not drawn)	i	0.0	1.1	-0.21	-0.2	-0.44	0.52	-0.2	1072	1.5	1.8	8.9	-2%	-0.75	1430	10	637	i	57

Bioassay records as filed in PubChem.
